Source: PubChem BioAssay
VLA-4 agonist – enhancers of LDV-FITC binding to VLA-4 integrin, primary screen, Jurkat cells, flow cytometry; activation, % at 10 µM (by protocol); 24,000 tested, under 10 active; Integrin alpha-4 (Homo sapiens), P13612;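 active means fluorescent ligand binding to cells raised by more than 40% of the manganese-induced maximum; inconclusive means compound's own fluorescence above 85% of the ligand control signal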;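 further: 0% = ligand binding without compound and 100% = manganese-stimulated maximal binding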
Target sequence (P13612 whole entry, looked up): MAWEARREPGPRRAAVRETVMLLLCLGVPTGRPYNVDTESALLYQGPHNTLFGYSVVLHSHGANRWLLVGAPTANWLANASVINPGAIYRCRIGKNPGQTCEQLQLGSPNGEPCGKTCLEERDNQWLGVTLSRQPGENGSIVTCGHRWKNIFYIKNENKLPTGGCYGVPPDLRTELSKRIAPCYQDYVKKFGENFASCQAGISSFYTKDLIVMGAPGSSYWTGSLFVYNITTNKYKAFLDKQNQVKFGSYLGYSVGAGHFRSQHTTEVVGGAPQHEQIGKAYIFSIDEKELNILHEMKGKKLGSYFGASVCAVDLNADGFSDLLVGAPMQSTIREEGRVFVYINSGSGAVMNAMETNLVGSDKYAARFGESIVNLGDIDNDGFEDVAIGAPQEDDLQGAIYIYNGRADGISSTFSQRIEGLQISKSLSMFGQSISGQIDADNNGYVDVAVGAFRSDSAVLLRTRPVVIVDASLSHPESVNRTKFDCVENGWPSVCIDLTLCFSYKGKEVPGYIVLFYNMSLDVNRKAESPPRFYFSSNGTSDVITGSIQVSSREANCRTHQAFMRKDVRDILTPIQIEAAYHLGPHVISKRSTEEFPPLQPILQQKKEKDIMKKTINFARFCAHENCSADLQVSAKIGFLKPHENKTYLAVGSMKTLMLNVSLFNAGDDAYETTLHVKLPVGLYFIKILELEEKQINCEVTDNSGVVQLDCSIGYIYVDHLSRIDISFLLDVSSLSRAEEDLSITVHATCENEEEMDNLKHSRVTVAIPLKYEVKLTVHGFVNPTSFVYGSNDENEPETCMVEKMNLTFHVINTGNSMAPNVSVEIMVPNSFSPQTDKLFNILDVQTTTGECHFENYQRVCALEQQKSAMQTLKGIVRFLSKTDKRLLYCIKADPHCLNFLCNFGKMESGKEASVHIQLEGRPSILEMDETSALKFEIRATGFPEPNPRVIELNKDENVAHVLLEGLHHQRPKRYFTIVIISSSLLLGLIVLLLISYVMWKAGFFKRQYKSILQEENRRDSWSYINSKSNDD
VLA-4 antagonist – inhibitors of LDV-FITC binding to Mn2+-activated VLA-4, primary screen, Jurkat cells; Integrin alpha-4 (Homo sapiens), P13612; LDV-FITC binding with Mn2+, flow cytometry; 100% = Mn2+-driven binding gain fully reversed; inhibition, % at 10 µM (by protocol); actives 0.2% (n = 24,000);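 active means inhibition above 50%; inconclusive means compound itself fluorescent, judged against control cell fluorescence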;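 further: 0% = Mn2+ stimulated cells lacking compound and 100% = ligand binding without Mn2+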
Autofluor Jurkat – compound autofluorescence on Jurkat cells, primary screen, artefact control for VLA-4 allosteric ligand project, cell-based, flow cytometry; hits give high values; 1 = vehicle-only cell background; fluorescence ratio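 (tested at 10 µM compound in the well)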; actives 0.61% (n = 24,000); AID 576, 2007;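 active means fluorescence ratio above 2.44, which is 1 plus 3 SD of all ratios; inconclusive means signal too bright to measure linearly, ratio around 10 or more; inactive means fluorescence ratio below 2.44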;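 further: green fluorescence of cells measured with 488 nm excitation and 530 nm emission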
Prostate diff – activators of LNCaP prostate cell differentiation, primary screen, flow cytometry side scatter. 4 d. side scatter shift, % at 10 µM. actives 0.56% (n = 24,000). AID 795, 2007;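 active means side scatter shift above 30%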;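 further: androgen-responsive LNCaP prostate cancer cells in charcoal-stripped serum medium; percent of cells past a gate set so DMSO wells show 10% shift; higher shift means more granular cells and more differentiation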
Numbers without * were called inactive; ? = inconclusive.

SMILES | VLA-4 agonist | VLA-4 antagonist | Autofluor Jurkat | Prostate diff
C=CCOc1cccc(C2c3c(oc4ccccc4c3=O)C(=O)N2c2ccccn2)c1 (stereo not drawn) | -1 | -16 | 0.83 | 10
COc1ccc(N2CCN(C(=O)c3ccc(CNc4c(N5CCOCC5)c(=O)c4=O)cc3)CC2)cc1 | 6 | -11 | 0.99 | 10
COc1ccc(C2CC(c3cccc(C)c3)n3nc(N)nc3N2)cc1 (stereo not drawn) | -2 | -5 | 1.1 | 2
CCn1c(Cc2ccccc2)nnc1SCC(=O)Nc1cc(C)on1 | 1 | -22 | 1 | 3
COc1ccc(N2C(=O)NC3CC2(C)Oc2ccc(Cl)cc23)cc1OC (stereo not drawn) | -8 | 11 | 0.92 | 8
Cc1onc(-c2ccccc2Cl)c1C(=O)N1CCc2ccccc21 | -6 | -6 | 1.1 | 12
COc1cc(-c2nnc(SCC(=O)c3ccccc3)o2)cc(OC)c1OC | ? | ? | 1.1 | 19
COCCN1Cc2cccc(C(=O)NC3CCCCCC3)c2C1=O | 6 | 8 | 1 | 3
CCOC(=O)c1[nH]c2c(c1C)C(=O)CC(c1ccc(OCC)c(OC)c1)C2 (stereo not drawn) | 4 | 9 | 0.93 | 4
CC(=O)Oc1ccc(C(=O)Nc2nccs2)cc1 | 7 | 9 | 0.94 | 7
COc1ccc(OC)c(Nc2nc(-c3sc(N)nc3C)cs2)c1 | 6 | -13 | 1.3 | 10
NCCCCCNC(=O)/C=N\O | -1 | 9 | 0.91 | 6
O=C(c1ccco1)N1CCN(C(=O)C2CC(c3ccc(F)cc3)=NO2)CC1 (stereo not drawn) | -2 | 0 | 1 | 7
COc1ccc(-c2cc(C(=O)N3CCCCC3)no2)cc1OC | -2 | 8 | 1.1 | 8
CCc1cc(=O)oc2cc(OC(C)=O)cc(OC(C)=O)c12 | 0 | -8 | 1 | 3
Cc1ccc2c(c1)N(C(C)C(=O)NCCc1ccccc1)C(=O)CO2 (stereo not drawn) | -4 | -8 | 1.1 | 9
Cc1ccc(-c2ccc(=O)[nH]n2)cc1 | -1 | 0 | 0.97 | 7
CCN(CCCNC(=O)COc1cc(=O)n(CC)c2ccccc12)c1ccccc1 | -2 | -16 | 1.1 | 3
COc1ccc(N(CC(=O)Nc2cccc(C)c2C)S(=O)(=O)c2c(C)n[nH]c2C)cc1 | -1 | 24 | 0.98 | 8
COc1ccc(-c2c(C)oc3c(CN4CCCCC4C)c(O)ccc3c2=O)cc1OC (stereo not drawn) | -2 | -9 | 1 | 11
O=C(c1ccccc1Cl)N1CCc2ccccc2C1 | 1 | -2 | 1 | 13
O=C(c1ccc(CS(=O)(=O)c2ccc(Br)cc2)o1)N1CCCCCC1 | 8 | -9 | 1 | 3
CCOC(=O)c1ccc(CNC(=O)CSc2nnnn2-c2ccc(Cl)cc2)o1 | 4 | -10 | 1 | 20
CCOC(=O)N1CCC(NC(=O)c2ccc3c(c2)N(C)CCS3)CC1 | -1 | 1 | 1 | 8
COc1ccccc1S(=O)(=O)n1cc(Cc2ccccc2)c(N)n1 | -5 | 4 | 1 | 14
COc1cccc(NC(=O)N2CCCC2C(=O)NC(C)C)c1 (stereo not drawn) | 6 | -22 | 0.96 | 11
COC(=O)C1=C(C)N(Cc2ccco2)C(=O)C1 | -2 | -8 | 1 | 7
Cc1ccc2c(c1)c1c(n2CC(O)Cn2nc(C)c(Br)c2C)C(=O)CCC1 (stereo not drawn) | -2 | 2 | 1.1 | 1
O=C(CN1C(=O)c2ccccc2S1(=O)=O)NCc1ccccc1Cl | 1 | -4 | 1 | 6
CCCCCSc1nnc(-c2cc(Br)ccc2N)c(=O)[nH]1 | 1 | -12 | 1.3 | 7
O=C(O)c1ccc2c(c1)[C@@H]1C=CC[C@@H]1[C@H](c1ccccn1)N2 | ? | ? | 1 | 0
CC1CCN(c2oc(-c3ccccc3F)nc2C#N)CC1 | -1 | -17 | 1 | 3
CCCCNC(=O)CN1C(=O)C(CC)Oc2ccc(Cl)cc21 (stereo not drawn) | 1 | 1 | 0.98 | 7
O=C(COc1nnc2ccccn12)N1CCN(S(=O)(=O)c2ccccc2)CC1 | 3 | -6 | 1 | 15
O=C1NCCNC1(c1c[nH]c2ccccc12)C(F)(F)F (stereo not drawn) | 2 | -4 | 1 | 2
CCN(CC)CCCN1C(=O)C(=O)/C(=C(/O)c2ccc(C)cc2)C1c1ccccn1 (stereo not drawn) | -3 | -20 | 1 | 6
CC(Sc1sc(=S)sc1SC(C)C(=O)O)C(=O)O (stereo not drawn) | 16 | -54 | 0.93 | 17
COc1ccc(C2C(C(=O)c3sc(C)nc3C)=C(O)C(=O)N2CCN(C)C)cc1 (stereo not drawn) | 0 | -6 | 1 | 9
O=C(Nc1ccc(S(=O)(=O)NCCc2ccccc2)cc1)c1ccc(Br)o1 | -18 | 2 | 1 | 14
CCOc1ccc(-c2nc(C#N)c(NCc3ccc4c(c3)OCO4)o2)cc1 | -1 | 3 | 1 | 9
O=c1ccc2cc3c([nH]c4ccc(Br)cc43)oc-2c1O | ? | ? | 6.6* | 7
CCCC(=O)Nc1nnc(Sc2ccc(N(C)C)cc2)s1 | -3 | -10 | 1.1 | 7
O=C(CSc1nc2ccccc2nc1SCC(=O)N1CCOCC1)N1CCOCC1 | -6 | -2 | 1.1 | 5
O=C(C1CC1)N1CCN=C1SCc1ccccc1Cl | 2 | 1 | 0.96 | 3
CCCCOn1c(C)c(C(=O)OCC)c2c3no[n+]([O-])c3ccc21 | 3 | 4 | 1.1 | 5
CCOC(=O)N1CCN(CC(=O)c2ccc3c(c2)CCN3)CC1 | 1 | 14 | 0.99 | 17
COc1cc(C2C(C(=O)Nc3ccc(F)cc3)=C(C)Nc3nc(CCCO)nn32)cc(OC)c1OC (stereo not drawn) | 6 | -7 | 0.97 | 10
COc1ccc(-c2nnc3ccc(SCC(=O)NCC4CCCO4)nn23)cc1 (stereo not drawn) | -3 | -25 | 0.97 | 17
O=C(Nc1nc2c(ccc3ccccc32)s1)c1ccco1 | -9 | -16 | 1.2 | 17
COc1cccc(/C=c2\sc3nc(-c4cccs4)nn3c2=O)c1OC | 8 | -24 | 1.1 | 14
[O-][n+]1onc2c1CCc1nnc(-c3ccccc3)cc1-2 | 9 | -24 | 1.1 | 9
O=C(Cn1cnc2c(nnn2Cc2ccc(Cl)cc2)c1=O)NCc1ccco1 | 0 | -4 | 1 | 7
Nc1c(C(=O)NCCN2CCOCC2)c2nc3ccccc3nc2n1-c1ccc2c(c1)OCO2 | -6 | -9 | 1.2 | 8
COC(=O)c1cc(S(=O)(=O)N2CCOCC2)c(N2CCOCC2)cc1N1CCOCC1 | -3 | -10 | 1 | 14
COC(=O)c1ccc(CN(Cc2ccc(C(=O)OC)o2)C(C)(C)C)o1 | 1 | -5 | 1 | 18
Cn1c(C(=O)N2CCN(c3cccc(C(F)(F)F)c3)CC2)cc2sccc21 | -6 | 9 | 0.97 | 13
COc1ccc(NC(=O)C2CCN(S(=O)(=O)c3cccnc3)CC2)cc1Cl | 3 | 0 | 0.98 | 8
O=C(OC1CCc2ccccc2C1=O)c1ccccc1O (stereo not drawn) | 2 | -1 | 1.1 | 3
CC(C)(C)C(=O)Cn1c[n+](N)cn1 | 4 | -20 | 1 | 2
CNC(=O)c1ccccc1NC(=O)c1cccc(S(=O)(=O)N2CCC(C)CC2)c1 | -1 | 0 | 1.2 | 8
Next part
SMILES | VLA-4 agonist | VLA-4 antagonist | Autofluor Jurkat | Prostate diff
Cc1cc(Oc2ccc(=O)n(C)n2)nc(Oc2ccc(=O)n(C)n2)n1 | 4 | -1 | 0.96 | 6
COc1ccc(-c2cc(C(F)(F)F)nc(N3CCN(c4ccc(F)cc4)CC3)n2)cc1OC | ? | ? | 1.1 | 7
CCOC(=O)C1CCCCN1C(=O)CCc1c(C)nc2ncnn2c1C (stereo not drawn) | 5 | -5 | 0.84 | 5
COC(=O)c1ccccc1NC(=O)c1ccc(COc2ccccc2)o1 | -3 | -16 | 1.1 | 3
CS(=O)(=O)N1CCCC(C(=O)NCc2ccccc2Cl)C1 (stereo not drawn) | -6 | -6 | 1 | 11
CCn1cc(S(=O)(=O)CC(=O)Nc2ccc(OC)cc2)c2ccccc21 | 3 | 5 | 1 | 3
O=C(c1ccc(Cl)cc1)N1CCCCC(Sc2nnc(-c3ccc4c(c3)OCO4)o2)C1=O (stereo not drawn) | -2 | 0 | 1.1 | 8
CSc1nc(N)nc(SCCS(=O)(=O)c2ccc(Cl)cc2)c1C#N | -3 | 9 | 1.1 | 12
O=c1[nH]c2c(s1)C(c1ccco1)C1C3CCC(C3)C1S2 (stereo not drawn) | -4 | 22 | 1.6 | 20
O=C(O)C1CC=CCC1C(=O)Nc1ccc(S(=O)(=O)N2CCCc3ccccc32)cc1 (stereo not drawn) | -6 | -5 | 0.97 | 7
N#Cc1c(NC(=O)CSc2nnnn2C2CCCC2)sc2c1CCCC2 | 4 | -16 | 1.1 | 2
O=C(CSc1ccc2nnc(-c3ccccc3)n2n1)NCc1ccco1 | -5 | -28 | 1 | 4
CCCCc1noc2c1/C(=N\O)CC(c1ccccc1)C2 (stereo not drawn) | 14 | -28 | 1.1 | 14
CCc1ccc(NC(=O)CSc2nc3ccccc3c(=O)n2CCN2CCOCC2)cc1 | ? | ? | 1.1 | 14
COc1ccc(C2=NOC(C(=O)NCCN3CCOCC3)C2)cc1 (stereo not drawn) | 3 | 11 | 0.98 | 8
O=C1c2ccccc2C(O)N1CCN1CCOCC1 (stereo not drawn) | -4 | -1 | 1 | 2
O=C(NCc1cccs1)c1cc2c(s1)CCCC2 | ? | 24 | 1.5 | 5
CC(C)C(=O)Nc1cccc(NC(=O)c2cccnc2)c1 | 3 | -39 | 1.1 | 8
O=C(COC(=O)c1ccc(NS(=O)(=O)c2ccc3c(c2)OCCO3)cc1)NCC1CCCO1 (stereo not drawn) | 1 | -11 | 1.1 | 8
CCOC(=O)C1CCCN(C(=O)C2CCN(S(=O)(=O)CC)CC2)C1 (stereo not drawn) | 1 | 14 | 1.1 | 8
CN(C)c1ccc(C2N(c3ccc(Cl)cc3)C(=O)C3CCCN32)cc1 (stereo not drawn) | -5 | 0 | 1.3 | 11
COc1ccc2[nH]c(C)c(C(=O)CN(C)C)c2c1 | 6 | -26 | 1 | 6
Nc1nc(Cn2nnc(-c3ccccc3F)n2)nc(N2CCOCC2)n1 | 2 | -5 | 1 | 3
O=C(CCCC(=O)N(CC(=O)NC1CCCCC1)Cc1ccc2c(c1)OCO2)Nc1ccccn1 | 0 | 2 | 1 | 9
Cc1ccc(C(C#N)N2CCOCC2)cc1 (stereo not drawn) | -1 | -4 | 1.1 | 13
COc1ccc(S(=O)(=O)N2CCC(C(=O)c3ccc4c(c3)OCCO4)CC2)cc1 | -4 | -16 | 1 | 1
CC1(C(=O)NC2CCCC2)CCC(=O)N1CCC1=CCCCC1 (stereo not drawn) | 1 | -30 | 1.1 | 6
O=C(O)c1ccc(COc2c(F)c(F)cc(F)c2F)cc1 | -9 | -2 | 1.1 | 8
CCNC(=O)CC1C(=O)N(c2ccccc2)C(=O)N1Cc1ccc(OC)cc1 (stereo not drawn) | -3 | 24 | 0.99 | 8
O=C1c2cccnc2C(Nc2ccc(S(=O)(=O)N3CCCCC3)cc2)N1Cc1ccccc1 (stereo not drawn) | -2 | -4 | 1.1 | 4
CCCNC(=O)C(Cc1ccccc1)NS(=O)(=O)c1cccc2nsnc12 (stereo not drawn) | 3 | -15 | 0.97 | 8
COc1ccc(C2c3c(oc4ccccc4c3=O)C(=O)N2c2ccccn2)cc1 (stereo not drawn) | ? | ? | 0.85 | 12
CCOC(=O)N1CCC(NC(=O)CSCc2nc(-c3ccc(OC)c(OC)c3)oc2C)CC1 | 2 | 9 | 1 | 15
O=C(Nc1ccc(F)cc1F)NC1CC(=O)N(Cc2ccccc2)C1 (stereo not drawn) | 3 | -16 | 0.97 | 14
Cn1cc(CN2CCc3ccccc3C2)c2ccccc21 | 6 | -21 | 0.95 | 5
O=C(c1ccc(NC2=NC3CS(=O)(=O)CC3S2)cc1)N1CCN(C(=O)c2ccco2)CC1 (stereo not drawn) | 1 | -1 | 1 | 4
Cc1cc2c(cc(C(=O)OCC(=O)NCc3cccs3)n2C(C)C)o1 | 14 | -30 | 1 | 12
O=C(Cn1cccc1)Nc1ccc(F)cc1F | 2 | -34 | 0.98 | 2

Five of the entries above in order of the Prostate diff value, high to low.
SMILES | VLA-4 agonist | VLA-4 antagonist | Autofluor Jurkat | Prostate diff
CCOC(=O)N1CCC(NC(=O)CSCc2nc(-c3ccc(OC)c(OC)c3)oc2C)CC1 | 2 | 9 | 1 | 15
Cc1cc2c(cc(C(=O)OCC(=O)NCc3cccs3)n2C(C)C)o1 | 14 | -30 | 1 | 12
CCNC(=O)CC1C(=O)N(c2ccccc2)C(=O)N1Cc1ccc(OC)cc1 (stereo not drawn) | -3 | 24 | 0.99 | 8
Cn1cc(CN2CCc3ccccc3C2)c2ccccc21 | 6 | -21 | 0.95 | 5
COc1ccc(S(=O)(=O)N2CCC(C(=O)c3ccc4c(c3)OCCO4)CC2)cc1 | -4 | -16 | 1 | 1

An excerpt, so the mix of outcomes need not match the whole.
